Bioassay records (PubChem)
RGS7-Gao – modulates binding of RGS7 to human Galphao; P09471; Multiplexed bead flow cytometry; actives lie on both sides; binding response (% of control), % at 10 µM; hit rate 0.35% among 220,000; in the data active = binding response below about 49% or above about 150%; inconclusive = no clear call, values can overlap the other calls; inactive = in between;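 note: fluorescent Galphao held in activated GDP-AlF4 state binding bead-coupled RGS7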
Target sequence (P09471 whole entry, looked up): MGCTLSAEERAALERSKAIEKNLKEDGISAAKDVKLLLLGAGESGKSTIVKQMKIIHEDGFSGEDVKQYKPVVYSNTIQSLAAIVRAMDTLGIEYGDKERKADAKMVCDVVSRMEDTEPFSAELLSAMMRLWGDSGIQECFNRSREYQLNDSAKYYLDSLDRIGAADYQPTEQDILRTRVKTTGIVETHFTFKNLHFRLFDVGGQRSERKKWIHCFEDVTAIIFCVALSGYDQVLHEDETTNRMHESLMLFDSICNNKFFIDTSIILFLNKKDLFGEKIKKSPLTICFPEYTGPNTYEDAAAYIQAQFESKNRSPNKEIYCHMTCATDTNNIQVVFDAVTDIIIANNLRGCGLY
Bim-Bfl-1 – disrupts Bim binding to human Bfl-1. Q16548. Bead-based flow cytometry, Bim-Bfl-1 binding inhibition. inhibition, % at 10 µM. hit rate 0.12% among 190,000. AID 1008;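 note: 0% = wells without compound plus tracer and 100% = blocker peptide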
Bcl-W Bim block – human Bim-Bcl-W interaction inhibition | bead-based flow cytometry, Bim peptide-Bcl-W binding | hit rate 0.02% among 190,000 | Q92843 | inhibition, % at 10 µM;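 note: 0% = bound tracer without compound and 100% = peptide blocker; higher means less fluorescent Bim peptide bound to Bcl-W beads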
Avidin fluor – avidin bead compound fluorescence profile. fluorescence (KMESF) at 10 µM. Avidin beads, compound fluorescence 488/530 nm, flow cytometry; active compounds read high. hit rate 0.38% among 220,000; in the data active = fluorescence above about 47; note: inactives centre near 10
Bcl-2 Bim block – disrupts Bim peptide binding to human Bcl-2; AID 950; Bead-based flow cytometry, Bim peptide-Bcl-2 binding; inhibition, % at 10 µM; hit rate 0.06% among 190,000; P10415; in the data active = inhibition above about 40%; inconclusive = no clear call, values can overlap the other calls;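 note: 0% = no compound wells with probe peptide and 100% = reference peptide inhibitor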
ABCG2 inh – blocks JC-1 efflux by human ABCG2 transporter | IgMXP3 cells, flow cytometry | hit rate 0.1% among 190,000 | Q9UNQ0 | inhibition, % at 6.6 µM;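 active = inhibition above 80%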;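 note: 0% = DMSO and 100% = nicardipine control wells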
Target sequence (Q9UNQ0 whole entry, looked up): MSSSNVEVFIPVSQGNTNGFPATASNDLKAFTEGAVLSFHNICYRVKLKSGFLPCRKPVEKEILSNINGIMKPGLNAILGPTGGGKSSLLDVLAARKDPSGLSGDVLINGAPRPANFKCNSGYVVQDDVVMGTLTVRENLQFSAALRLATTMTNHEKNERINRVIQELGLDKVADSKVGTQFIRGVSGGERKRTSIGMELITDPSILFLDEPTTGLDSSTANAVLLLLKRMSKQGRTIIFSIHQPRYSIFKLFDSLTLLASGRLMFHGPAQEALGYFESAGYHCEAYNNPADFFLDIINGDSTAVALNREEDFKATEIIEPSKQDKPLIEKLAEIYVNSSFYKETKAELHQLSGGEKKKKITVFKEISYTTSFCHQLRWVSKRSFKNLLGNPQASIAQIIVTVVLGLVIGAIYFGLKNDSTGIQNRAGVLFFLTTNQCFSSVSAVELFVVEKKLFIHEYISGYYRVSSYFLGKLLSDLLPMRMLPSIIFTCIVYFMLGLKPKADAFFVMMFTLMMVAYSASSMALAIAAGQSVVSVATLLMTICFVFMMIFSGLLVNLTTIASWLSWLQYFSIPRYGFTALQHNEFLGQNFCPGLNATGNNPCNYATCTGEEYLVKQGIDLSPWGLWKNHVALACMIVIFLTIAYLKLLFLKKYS
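material = IgMXP3 (ABCG2) plus far-red-tagged CCRF-Adr (ABCB1) cells | amount = 3 million cells/mL, equal mix of both lines | also added = JC-1 transporter substrate | dosing = one concentration, 6.6 µM final | schedule = 10 min at 25 °C | measured by = flow cytometric JC-1 green MFI at 530 nm | read-out basis = percent efflux inhibition, scaled nicardipine 100% to DMSO 0%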
Bcl-B Bim block – inhibitors of Bim-Bcl-B interaction, human | hit rate 0.073% among 190,000 | inhibition, % at 10 µM | bead-based flow cytometry, Bim peptide-Bcl-B binding;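 note: 0% = tracer peptide without compound and 100% = reference inhibitor peptide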
Bim-Bcl-XL – disrupts Bim peptide binding to human Bcl-XL | bead flow cytometry, fluorescence | inhibition, % at 10 µM | hit rate 0.04% among 190,000
ABCB1 inh – human ABCB1 inhibition, ABCG2 as counter-screen; AID 1326; inhibition, % at 6.6 µM; hit rate 0.067% among 190,000; P08183; CCRF-Adr cells, JC-1 efflux, flow cytometry; in the data active = inhibition above about 40%;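 note: 0% = vehicle and 100% = reference inhibitor; higher value means more JC-1 retained so stronger ABCB1 efflux block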
GSH bead fluor – compound fluoresces at 488/530 nm on GSH beads; fluorescence (KMESF) at 10 µM; GSH beads flow cytometry, compound fluorescence 488/530 nm; active compounds read high; hit rate 0.25% among 190,000; in the data active = fluorescence above about 89;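 note: glutathione beads carrying GST-tagged Bcl family fusion proteins plus one bare bead set; values are compound well signal with DMSO vehicle wells as background; inactives centre near 16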
RGS4-Gao reg – modulates binding of RGS4 to human Galphao; P09471; Multiplexed bead flow cytometry; actives lie on both sides; binding response (% of control), % at 10 µM; hit rate 0.33% among 220,000; AID 1415; in the data active = binding response below about 49% or above about 150%; inactive = in between;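 note: fluorescent Galphao activated with aluminum fluoride binding bead-coupled RGS4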
Numbers without * were called inactive; u = inconclusive. Cut-off read from the data, not from the text of the source, unless noted: active = inhibition above about 40%.

SMILES | RGS7-Gao | Bim-Bfl-1 | Bcl-W Bim block | Avidin fluor | Bcl-2 Bim block | ABCG2 inh | Bcl-B Bim block | Bim-Bcl-XL | ABCB1 inh | GSH bead fluor | RGS4-Gao reg
CCc1c(C#N)c(SCCC(=O)Nc2ccc(F)cc2)nc2c1C(=O)CC(C)(C)C2 | 97 | -2 | 0 | 5 | 3 | 22 | 4 | 0 | 4.2 | 12 | 101
COC(=O)c1cc(-c2c[nH]c3ccccc23)n[nH]1 | 95 | -23 | -2 | 14 | -15 | 55 | -8 | -6 | 0.7 | 33 | 94
CCOC(=O)c1c(/N=C/C2C(=O)CCCC2=O)sc(C)c1C | 104 | -15 | -8 | 9 | -12 | 1 | -14 | -12 | 0.1 | 12 | 101
CCOc1ccc(S(=O)(=O)NCCCl)cc1 | 98 | -7 | 0 | 9 | -1 | 1 | 0 | 0 | 0.2 | 23 | 102
CC(C)c1ccc(NC(=O)C(c2ccccc2)N2CCN(C=O)CC2)cc1 (stereo unspecified) | 98 | -4 | -1 | 7 | -6 | 2 | 2 | -1 | 0.8 | 22 | 99
COc1ccc2c(c1OC)C(=O)OC2c1c(O)nc(SC)n(-c2ccccc2)c1=O (stereo unspecified) | 98 | -10 | 6 | 9 | -4 | 0 | -2 | -4 | 0.1 | 6 | 101
CCC(C(=O)Nc1ccccc1C(=O)N1CCCC1)N1C(=O)c2ccccc2C1=O (stereo unspecified) | 103 | -19 | -2 | 12 | -8 | 13 | -10 | -5 | 1.2 | 29 | 102
Cc1cc(C)cc(Oc2ccccc2CO)c1 | 103 | -6 | 0 | 7 | 0 | 0 | -3 | -4 | -0.5 | 19 | 101
CCOC(=O)C(NCc1ccco1)(NC(=O)c1ccc(OC)cc1)C(F)(F)F (stereo unspecified) | 97 | -1 | 0 | 11 | -2 | 1 | -2 | -1 | 0.1 | 9 | 97
O=C(NC1CCCCC1)c1ccccc1NC(=S)NC(=O)C1CC1 | 103 | -1 | -3 | 3 | -6 | 1 | -4 | -6 | -0.3 | 7 | 103
COc1ccc(C(=O)c2ccc(N3CCN(C(=O)c4ccc(F)cc4)CC3)c(F)c2)cc1Br | 103 | -14 | 2 | 5 | -2 | 6 | -9 | -4 | 2.0 | 19 | 102
O=C(CN1CCCc2ccccc21)NCCc1ccc(F)cc1 | 96 | -3 | 0 | 10 | -2 | 2 | 0 | -3 | 0.1 | 12 | 97
CCn1c(SCC(=O)NC2CCCCC2C)nnc1-c1ccc(OC)cc1 (stereo unspecified) | 100 | -16 | -3 | 32 | -11 | 71 | -5 | -6 | 2.2 | 19 | 101
O=C(Nc1ccc(Oc2cccnc2)cc1)c1ccccc1F | 100 | -1 | -6 | 34 | -4 | 1 | -4 | -1 | 0.3 | 20 | 101
C=CCOc1ccc(C(=O)Nc2ccc(OCC)cc2)cc1 | 97 | -6 | -1 | 8 | -2 | 3 | -3 | 0 | -0.1 | 17 | 101
CCn1c(SCC(=O)NNC(=O)c2ccccc2)nnc1-c1ccco1 | 98 | -5 | -1 | 10 | -2 | -1 | 0 | -1 | -0.2 | 12 | 100
O=C(Nc1cccc([N+](=O)[O-])c1)c1ccc(CN2CCOCC2)cc1 | 98 | -3 | -1 | 6 | -2 | 10 | -4 | -3 | 0.8 | 10 | 102
Cc1ccc(S(=O)(=O)CCC(=O)Nc2ccc3c(c2)OCO3)cc1 | 102 | -6 | 0 | 4 | -4 | 1 | -4 | -2 | 0.2 | 41 | 104
O=C(O)/C=C/C(=O)Nc1ccc(S(=O)(=O)N2CCCC2)cc1 | 104 | -9 | -2 | 14 | -3 | 2 | -2 | -2 | -0.1 | 11 | 101
CN1C(=O)/C(=C\c2ccc(-c3ccccc3)o2)SC1=S | 109 | 16 | 2 | 12 | 11 | 0 | -18 | 2 | -0.2 | 9 | 102

Next section (2 carried over from the part before).
SMILES | RGS7-Gao | Bim-Bfl-1 | Bcl-W Bim block | Avidin fluor | Bcl-2 Bim block | ABCG2 inh | Bcl-B Bim block | Bim-Bcl-XL | ABCB1 inh | GSH bead fluor | RGS4-Gao reg
O=C(O)/C=C/C(=O)Nc1ccc(S(=O)(=O)N2CCCC2)cc1 | 104 | -9 | -2 | 14 | -3 | 2 | -2 | -2 | -0.1 | 11 | 101
CN1C(=O)/C(=C\c2ccc(-c3ccccc3)o2)SC1=S | 109 | 16 | 2 | 12 | 11 | 0 | -18 | 2 | -0.2 | 9 | 102
COCCn1nnnc1CN1CCC(NC(=O)Nc2cccc(OC)c2)CC1 | 96 | -18 | -2 | 12 | -13 | 2 | -14 | -27 | 0.8 | 28 | 97
Fc1ccc(N2CCN(Cc3nnc(-c4ccccc4)o3)CC2)cc1 | 99 | -11 | -4 | 15 | -10 | -4 | -10 | -7 | -0.1 | 15 | 102
O=C(NCc1ccccn1)C(C(=O)c1ccc(F)cc1)n1ccccc1=O (stereo unspecified) | 110 | 0 | 0 | 56* | 1 | 1 | 1 | 1 | 0.2 | 18 | 104
O=C(Nc1ccc(Br)cc1)c1cccnc1N1CCCCC1 | 97 | -11 | 3 | 10 | -3 | 2 | 2 | 3 | 0.9 | 4 | 98
CCCCN1C2=C(C(=O)CCC2)C(c2ccc(Cl)c(Cl)c2)C2=C1c1ccccc1C2=O (stereo unspecified) | 100 | -8 | 8 | 10 | 2 | 4 | 2 | 0 | 0.9 | 8 | 101
COc1ccc(-c2oc3ncn4nc(COc5ccccc5)nc4c3c2-c2ccc(OC)cc2)cc1 | 92 | -1 | 0 | 13 | 1 | 6 | 0 | -2 | 0.9 | 25 | 92
Cn1c(=O)c2c(nc(CN3CCC(Cc4ccccc4)CC3)n2CCN2CCOCC2)n(C)c1=O | 94 | -12 | -2 | 15 | -4 | 1 | -9 | -4 | 1.5 | 35 | 96
Cc1cc(C)c(NC(=O)C2CCCN2CCOC(=O)c2ccccc2)c(C)c1 (stereo unspecified) | 106 | -10 | -9 | 11 | -12 | 1 | -15 | -11 | -0.2 | 16 | 102
COc1ccc(N2CCN(C(=O)C3COc4ccccc4O3)CC2)cc1 (stereo unspecified) | 98 | -10 | 0 | 10 | -5 | -1 | -8 | -4 | -0.3 | 31 | 100
O=C1c2ccccc2C(=O)N1CCCON1C(=O)c2ccccc2C1=O | 103 | -16 | -5 | 17 | -8 | 15 | -9 | -9 | 1.4 | 12 | 103
Cc1nn(C)c(C)c1CNC(=O)Nc1cccc(Cl)c1C | 96 | -6 | 0 | 12 | -4 | 1 | -5 | 2 | 0.2 | 14 | 99
Brc1ccccc1C1=Nn2c(nnc2-c2ccccc2)SC1 | 104 | 0 | -4 | 11 | -5 | 5 | -8 | -3 | 1.2 | 6 | 100
O=c1ccnc(Nc2ccc3c(c2)OCCO3)[nH]1 | 103 | -4 | -1 | 7 | -4 | 1 | -5 | -2 | 0.4 | 15 | 100
Nn1c(SCC(=O)NC(=O)NCc2ccccc2)nnc1C1CC1 | 98 | -4 | 0 | 13 | -4 | 0 | -1 | -2 | 0.2 | 52 | 96
CSc1nc2sc3c(c2c(=O)[nH]1)CCC3 | 104 | 0 | -2 | 4 | -2 | 19 | -4 | -3 | 0.6 | 9 | 103
CCS(=O)(=O)c1ccc(O)c(NC(=O)COc2ccccc2)c1 | 104 | -13 | 0 | 10 | -10 | 2 | -7 | -11 | 0.7 | 26 | 101
COc1cc(C(=O)N=c2sc3ccccc3n2C)cc(OC)c1OC | u | -3 | 0 | 13 | 1 | 12 | -1 | 0 | 2.9 | 11 | 98
CC(C)OC(=O)c1sc2nc3c(cc2c1N)C(=O)CCC3 | 102 | 0 | -1 | 31 | 0 | 3 | -1 | 1 | 0.5 | 21 | 104
O=C(COC(=O)C1=COCCO1)Nc1ccccc1OC(F)F | u | -3 | 2 | 8 | -1 | 2 | -1 | 0 | 0.0 | 12 | 103
O=C(NCc1ccncc1)C1=NN(c2ccccc2)C(=O)CC1 | 99 | -6 | -5 | 13 | -7 | 5 | 0 | -4 | 2.0 | 14 | 98

Next part; the last 4 above are carried over.
SMILES | RGS7-Gao | Bim-Bfl-1 | Bcl-W Bim block | Avidin fluor | Bcl-2 Bim block | ABCG2 inh | Bcl-B Bim block | Bim-Bcl-XL | ABCB1 inh | GSH bead fluor | RGS4-Gao reg
COc1cc(C(=O)N=c2sc3ccccc3n2C)cc(OC)c1OC | u | -3 | 0 | 13 | 1 | 12 | -1 | 0 | 2.9 | 11 | 98
CC(C)OC(=O)c1sc2nc3c(cc2c1N)C(=O)CCC3 | 102 | 0 | -1 | 31 | 0 | 3 | -1 | 1 | 0.5 | 21 | 104
O=C(COC(=O)C1=COCCO1)Nc1ccccc1OC(F)F | u | -3 | 2 | 8 | -1 | 2 | -1 | 0 | 0.0 | 12 | 103
O=C(NCc1ccncc1)C1=NN(c2ccccc2)C(=O)CC1 | 99 | -6 | -5 | 13 | -7 | 5 | 0 | -4 | 2.0 | 14 | 98
O=c1c2cc3ccccc3n2cnn1Cc1ccccc1F | 95 | 2 | -2 | 7 | -2 | -1 | -1 | -4 | 0.4 | 15 | 100
COc1ccc(N2C(=O)CC(N3CCN(c4ccc(S(C)(=O)=O)cc4)CC3)C2=O)cc1 (stereo unspecified) | 101 | -15 | 3 | 27 | -6 | -2 | -5 | -2 | 1.2 | 23 | 103
COc1ccc(-c2n[nH]c(=S)n2N)c(OC)c1 | u | 5 | -1 | 16 | -5 | 4 | -40 | -9 | 1.2 | 10 | 98
Cc1cc(C)c2c(c1)cc(C)c1nnc(SCC(=O)Nc3cc(C)on3)n12 | 93 | 0 | 0 | 5 | 0 | 7 | -1 | -1 | 2.1 | 13 | 82
CCC(=O)Nc1ccc(Cl)c(NC(=S)NC(=O)COc2ccc(Cl)cc2)c1 | 105 | -8 | -5 | 13 | -6 | -5 | -8 | -8 | -1.0 | 12 | 106
CC1(c2ccc(C#N)cc2)NC(=O)N(CC(=O)Nc2cc(S(=O)(=O)N3CCOCC3)ccc2Cl)C1=O (stereo unspecified) | 99 | -1 | 0 | 11 | -2 | 0 | 0 | 0 | 3.4 | 13 | 100
Cc1ccc(N(CC(=O)O)S(=O)(=O)c2cccc3nonc23)cc1 | 99 | -10 | -3 | 6 | -4 | 0 | -3 | -5 | 0.0 | 5 | 95
Cc1ccc(C)c2sc(NC(=O)c3nc4ccccc4s3)nc12 | 105 | 0 | 0 | 8 | 0 | 19 | -2 | -5 | 1.7 | 15 | 110
CCN1CCN(C(=O)c2ccc(Cl)c(S(=O)(=O)N3CCCCCC3)c2)CC1 | 104 | -7 | -8 | 9 | -7 | 30 | -7 | -5 | 0.5 | 12 | 103
CCOC(=O)/C=c1\s/c(=C\c2ccccc2C)c(=O)n1CC(=O)NCc1ccc2c(c1)OCO2 | 95 | -2 | -1 | 10 | 0 | 18 | -4 | -3 | 0.6 | 12 | 97
Cc1ccc(C)c(SCc2noc(C(=O)NC(C)C)c2C(=O)O)c1 | 100 | -13 | 0 | 12 | -11 | 5 | -10 | 4 | 0.2 | 33 | 104
COc1ccc(CCNC(=O)C/C(C)=N/NC(=O)C23CC4CC(CC(C4)C2)C3)cc1OC | 106 | 7 | -2 | 11 | 2 | 0 | 0 | -1 | 0.1 | 8 | 101
CCN(CC)CCCn1c(=S)[nH]c2ccc(Cl)cc2c1=O | 98 | -1 | -1 | 34 | -1 | 1 | -13 | -4 | 0.0 | 12 | 101
Cc1n[nH]c(C)c1C(=O)CC1(O)C(=O)N(Cc2ccccc2)c2ccc(Br)cc21 (stereo unspecified) | 99 | 0 | -1 | 13 | 0 | 3 | 0 | -4 | 0.8 | 8 | 100
